GAA glycogen mod: alters human alpha-glucosidase cleavage of glycogen; recombinant GAA, glycogen substrate, Amplex Red glucose oxidase fluorescence; Potency, µM (top dose mostly 76.4 µM), inactives show at the highest dose activity change, negative = inhibition, usual class: inhibitors; actives 0.38% (n = 300,000); AID 2100; active means well fitted inhibition curve with a large enough effect; inconclusive means small, poorly fitted or top-dose-only effect, or another doubt; inactive means no such curve, though single readings can be large or run the other way;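 further: 0% = full enzyme reaction and -100% = no-enzyme basal signal; the screen sought inhibitors and activators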
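Recombinant human enzyme (4 nM); glycogen substrate; 37 C, 40 min, pH 5.0. Readout: coupled glucose oxidase/Amplex Red fluorescence.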
* marks the source's active call; other numbers are inactive results; ? = inconclusive; & = joins results of further samples; [ ] = dose if it differs, or a comment. Potency means the concentration at half of the fitted maximal effect.

SMILES	GAA glycogen mod
CCOC(=O)c1[nH]c(C)c(C(=O)NCCc2ccccc2)c1C	-8%[76.3 µM]
CCCN1CCN(CC2=C(C(=O)OCC)C(c3ccc(Cl)cc3)NC(=O)N2)CC1 (stereo not drawn)	-10%[76.3 µM]
CCOC(=O)c1ccc(N2C(=O)c3n[nH]c(C)c3C2c2ccc(C(C)(C)C)cc2)cc1 (stereo not drawn)	15%[76.3 µM]
CC(C)(C)SC(=O)CC1NS(=O)(=O)OCC1NC(=O)OCC(Cl)(Cl)Cl (stereo not drawn)	3%[76.3 µM]
O=C(O)c1cccc(NC(=S)NC(=O)c2cccc(OCc3ccccc3)c2)c1	5%
CC(=O)Nc1ccc(NC(=O)CSc2nc3ccccc3nc2N2CCOCC2)cc1	11%[76.3 µM]
O=C(CCc1ccccc1)Nc1nccs1	15%[76.3 µM]
CCCCn1c(N)c(N(CCC(C)C)C(=O)c2cc(-c3ccco3)nc3ccccc23)c(=O)[nH]c1=O	2%[76.3 µM]
CCOC(=O)C(C#N)=C1CCN(Cc2ccccc2)CC1	0%
O=C(COCc1cc(-c2ccc3c(c2)OCO3)on1)N1CCN(c2ccccc2)CC1	-2%&-11%[76.3 µM]
CCOC(=O)c1c(NC(=O)c2cc(OCC)c(OCC)c(OCC)c2)sc2c1CCCCC2	-1%[76.3 µM]
Cc1cc(F)ccc1S(=O)(=O)NCC(c1cccnc1)N1CCc2ccccc21 (stereo not drawn)	?
O=C(CSc1oc(-c2ccc(F)cc2)nc1S(=O)(=O)c1ccccc1)NC1CCCCC1	-3%[76.3 µM]
CCOc1ccc(CCNC(=O)CCn2c(=O)c3cccn3c3ccc(F)cc32)cc1	-7%[76.3 µM]
O=C(NC1CCCC1)C(=O)c1c[nH]c2ccccc12	-9%[76.3 µM]
Cc1ccc(C(=O)Nc2c(C(=O)Nc3ccc(C)c(C)c3)sc3nc(C)cc(C)c23)cc1	3%[76.3 µM]
COc1ccc(CNC(=O)CSc2nc(-c3ccc(OC)cc3)cc(C(F)(F)F)n2)cc1	2%[76.3 µM]
CN(Cc1ccccc1)CC(O)COc1ccc(CNCc2cc3ccccc3s2)cc1 (stereo not drawn)	-13%[76.3 µM]
CCc1nnc(NC(=O)COc2ccc3c(c2)OCO3)s1	-1%
Cc1ccc(C)c(S(=O)(=O)Nc2ccc(C(=O)N3CCCCC3)cc2)c1	-3%[76.3 µM]
Cc1ccc(C(C)NC(=O)c2ccc3c(c2)OCCO3)cc1C (stereo not drawn)	-6%[76.3 µM]
O=C1/C(=C/c2ccco2)SC(=S)N1CCC(=O)N1CCCCC1CCO (stereo not drawn)	-22%[76.3 µM]
Cc1cc(C(=O)CSc2ccccc2)cc(C)c1O	-3%
COc1ccc(OC)c(NC(=O)c2sc3ncnc(N4CCN(c5ccccn5)CC4)c3c2C)c1	-2%[76.3 µM]
Cc1ccc(/C=C2\C(=O)NC(=O)N2C)o1	4%[76.3 µM]
The results go on:
SMILES	GAA glycogen mod
CCOC(=O)c1cccc(NC(=S)NC(=O)c2cccnc2)c1	-10%[76.3 µM]
CCOc1ccc(C(=O)Nc2ccc3c(c2)OCCO3)cc1	-2%[76.3 µM]
COc1ccccc1C(=O)Nc1ccc(Br)c2cccnc12	-9%[76.3 µM]
Cc1ccc2c(c1)C(=O)C(=O)N2Cc1ccc(OC(C)C)cc1	-1%[76.3 µM]
Cn1c(=O)oc2cc(S(=O)(=O)NCCC(=O)N3CCN(c4ccccc4)CC3)ccc21	-3%[76.3 µM]
Cc1cccc(NC(=O)N2CCN(C)c3ncccc32)c1C	?
O=C(Nc1ccc2c(c1)C(=O)OC2)c1ccc(Cl)cc1	0%
Cc1cc(S(=O)(=O)N2CCOCC2)ccc1NC(=O)c1ccc(F)cc1	15%[76.3 µM]
COc1ccccc1OCc1cc(C(=O)N2CCN(C)C(c3ccccc3)C2)no1 (stereo not drawn)	-10%[76.3 µM]
COc1cc(/C=C(\C#N)C(=O)Nc2ccc(C)cc2)ccc1OCc1cc(=O)n2nc(C)sc2n1	11%[76.3 µM]
Cc1ccccc1N(C(=O)CS(=O)CC(=O)Nc1ccc(F)cc1)C(C)C(=O)NC(C)(C)C (stereo not drawn)	8%[76.3 µM]
CCCN(CCC)C(=O)CN1C(=O)CSc2ccc(S(=O)(=O)N3CCC(C)CC3)cc21	8%[76.3 µM]
O=C(CSc1ccc2nnc(-c3ccccn3)n2n1)Nc1ccccc1F	0%[76.3 µM]
CCCN1CCC(NC(=O)CC2C(=O)NCCN2Cc2ccccc2C)CC1 (stereo not drawn)	6%[76.3 µM]
COc1ccc(CN2CCCCCC2)cc1	0%[76.3 µM]
Cc1ccc(C)c(N2C(=O)C3C4C=CC(CC4)C3C2=O)c1 (stereo not drawn)	8%[76.3 µM]
CCOc1ccccc1NC(=S)N1CCN(c2cccc(C)c2C)CC1	6%[76.3 µM]
COc1ccc(C(C(=O)NCC2CCCO2)N(Cc2ccccc2)C(=O)c2snc(C(N)=O)c2N)cc1OC (stereo not drawn)	5%
CCOc1ccc(NC(=O)Cn2c(=O)n(CCc3ccccc3)c(=O)c3c4c(sc32)CN(C(C)=O)CC4)cc1	-5%[76.3 µM]
O=C(N/N=C/c1ccncc1)c1cc(C2CC2)nc2ccccc12	-3%[76.3 µM]
COc1cccc(CNC(=O)c2ccccc2-c2ccccc2C(=O)O)c1	-5%[76.3 µM]
CCCCN(CC)CCCNC(=O)Cn1ncc2c3ccccc3n(Cc3ccccc3F)c2c1=O	12%[76.3 µM]
O=C(CSc1nnc(-c2ccc([N+](=O)[O-])cc2)o1)Nc1ccccc1	5%[76.3 µM]
COc1ccc(C(=O)Nn2c(C)nc3ccccc3c2=O)cc1OC	-4%
COc1ccccc1-c1coc2c(CN3CCC(C)CC3)c(O)ccc2c1=O	-8%[76.3 µM]

An excerpt of these results, as labelled records.
COc1ccccc1C(=O)Nc1ccc(Br)c2cccnc12
  GAA glycogen mod = -9%[76.3 µM]
Cn1c(=O)oc2cc(S(=O)(=O)NCCC(=O)N3CCN(c4ccccc4)CC3)ccc21
  GAA glycogen mod = -3%[76.3 µM]
O=C(Nc1ccc2c(c1)C(=O)OC2)c1ccc(Cl)cc1
  GAA glycogen mod = 0%
COc1ccc(C(C(=O)NCC2CCCO2)N(Cc2ccccc2)C(=O)c2snc(C(N)=O)c2N)cc1OC (stereo not drawn)
  GAA glycogen mod = 5%

Following part.
SMILES	GAA glycogen mod
N#Cc1ccc(NC(=O)CN2CCN(c3ccccn3)CC2)cc1	4%
COc1ccccc1Nc1nc(-c2ccc(F)cc2)c2c(n1)-c1ccccc1OC2	10%[76.3 µM]
O=C(NCCOC(=O)c1ccccc1)c1ccc([N+](=O)[O-])cc1	5%[76.3 µM]
Cc1c(Cl)cccc1NS(=O)(=O)c1cccc2nsnc12	-6%
CC(C)N(Cc1nccn1C)C(=O)c1cc(COc2ccc(F)cc2Cl)on1	4%[76.3 µM]
Cc1ccc(NS(=O)(=O)c2c(C)[nH]c(C)c2C(=O)N2CCCCC2)c(C)c1	-6%[76.3 µM]
CC(=O)c1sc(NC(=O)Cc2c(F)cccc2Cl)nc1C	10%
CCOCCc1nnc(NC(=O)C(=O)c2cc(C)n(-c3cccc(C)c3)c2C)s1	4%[76.3 µM]
O=C(NC(=O)c1ccccc1)Nc1ccccn1	-6%[76.3 µM]
COCCNC(=O)CN(C(=O)CCC(=O)Nc1ccccn1)c1ccc(OC)cc1	-4%[76.3 µM]
COc1cccc(NC(=S)N2c3ccccc3CC2C)c1 (stereo not drawn)	1%[76.3 µM]
O=[N+]([O-])c1ccccc1S(=O)(=O)c1ccccc1[N+](=O)[O-]	-5%
COc1ccc(CCNC(=O)c2cc(COc3c(C)cccc3C)on2)c(OC)c1	-6%[76.3 µM]
C/C(=N\Nc1ccc(F)cc1)c1ccc(N2CCOCC2)c(F)c1	4%
COc1ccc(CNC(=O)c2cc(Nc3ccccc3C)nc3ccccc23)cc1	-13%[76.3 µM]
CC(=O)Nc1cccc(NC(=O)c2ccc3[nH]c(C)c(C)c3c2)c1	3%
O=C(O)CC(c1ccccc1F)N1Cc2ccccc2C1=O (stereo not drawn)	2%
COc1ccccc1/C=C1\SC(=O)N(CCC(=O)NCCCn2ccnc2)C1=O	-14%[76.3 µM]
CCN(Cc1ccccc1)S(=O)(=O)c1ccc2c(c1)CC(C)N2C(=O)C1CCC1 (stereo not drawn)	-11%[76.3 µM]
COc1ccc2c(c1)sc1nc(=O)ccn12	9%[76.3 µM]
O=C(C[n+]1ccccc1)Nc1ccccc1C(F)(F)F	5%[76.3 µM]
O=C(NCCN=C1NS(=O)(=O)c2ccccc21)c1ccccc1	0%
CCOc1cc(-c2noc(CCC(=O)NCC3CCCO3)n2)ccc1OC (stereo not drawn)	-5%
Cc1ccc(N(C)/N=C/c2ccc(Cl)cc2Cl)nn1	-5%
CC1CCN(CCCNC(=O)C2CCC(CNS(=O)(=O)c3cccc4nsnc34)CC2)CC1 (stereo not drawn)	-11%[76.3 µM]
Other entries:
SMILES	GAA glycogen mod
COc1ccccc1OCC(=O)NCC(c1ccc(Cl)cc1)N1CCOCC1 (stereo not drawn)	10%[76.3 µM]
COc1cc2ccccc2cc1C(=O)Nc1ccc2oc(-c3ccccc3)nc2c1	-15%[76.3 µM]
COc1ccc(-c2n[nH]c3c2C(c2ccc(Cl)cc2Cl)NC3=O)cc1 (stereo not drawn)	7%[76.3 µM]
CCOc1ccccc1NC(=O)c1cnn2c(C(F)F)cc(-c3ccccc3)nc12	-10%[76.3 µM]
CC(C)CN1C(=O)c2ccc(NC(=O)C3CC3)cc2C1=O	7%[76.3 µM]
COCCCN1CN=C(NS(=O)(=O)c2ccc(NC(C)=O)cc2)NC1	-11%[76.3 µM]
Cc1ccccc1NC(=O)c1ccc(N(Cc2ccccc2)S(C)(=O)=O)cc1	-6%[76.3 µM]
Cc1ccc(-c2nc3cccnc3s2)cc1NC(=O)Cc1ccccc1	-13%[76.3 µM]
CCc1cc(=O)[nH]c(SCCc2ccccc2)n1	-1%[76.3 µM]
CCN(Cc1ccccc1)C(=O)CCc1nc(CN2CCN(C(=O)c3ccc([N+](=O)[O-])cc3)CC2)no1	1%[76.3 µM]
Cc1ccc(-c2nc(-c3cc4cccc(OCc5ccc(F)cc5)c4oc3=O)no2)cc1	11%[76.3 µM]
C=CCN1C(=O)N(CC=C)c2cccc3cccc1c23	2%
Cn1nnc2cc(NC(=O)Nc3cccc(C(F)(F)F)c3)ccc21	-2%
COc1ccc(CCNC(=O)Cn2c(=O)c3cccn3c3ccc(F)cc32)c(OC)c1	12%[76.3 µM]
Cc1ccc(-c2nc3cc(NC(=O)c4cc5ccccc5o4)ccc3o2)cc1Cl	-5%[76.3 µM]
COc1cc2c(cc1OC)n(Cc1cccc(C(F)(F)F)c1)c(=O)n1nc(-c3ccccc3)nc21	-8%[76.3 µM]
Cc1ccc(OCC(=O)N(Cc2sccc2C)C2CCS(=O)(=O)C2)cc1 (stereo not drawn)	-3%[76.3 µM]
CC1CCN(S(=O)(=O)c2ccc3c(c2)CCN3C(=O)Nc2ccc(Br)cc2)CC1	-17%[76.3 µM]
CS(=O)(=O)c1nc(S(=O)(=O)c2ccc(Cl)cc2)c(NCCN2CCOCC2)s1	-4%[76.3 µM]
CCCN1C(=O)c2[nH]nc(-c3ccccc3O)c2C1c1ccc(OCc2ccccc2)c(OC)c1 (stereo not drawn)	-16%[76.3 µM]
O=C(O)c1ccc(NC(=O)c2ccccc2NC(=O)c2ccccc2Br)cc1	1%[76.3 µM]
O=C(Cc1c(F)cccc1Cl)NCCc1c[nH]c2ccccc12	-7%
O=C(Nc1cc(-c2nc3ncccc3o2)ccc1Cl)c1ccco1	1%[76.3 µM]
O=C(CCc1nnc(-c2ccc3c(c2)OCO3)o1)NCCc1ccccc1F	-1%[76.3 µM]
CN1CCc2nc3sc(C(=O)c4ccc(F)cc4)c(N)c3cc2C1	-6%[76.3 µM]

An excerpt taken from the entries so far, as a working copy:
SMILES	GAA glycogen mod
CCOC(=O)c1[nH]c(C)c(C(=O)NCCc2ccccc2)c1C	-8%[76.3 µM]
CCCN1CCN(CC2=C(C(=O)OCC)C(c3ccc(Cl)cc3)NC(=O)N2)CC1 (stereo not drawn)	-10%[76.3 µM]
CCOC(=O)c1ccc(N2C(=O)c3n[nH]c(C)c3C2c2ccc(C(C)(C)C)cc2)cc1 (stereo not drawn)	15%[76.3 µM]
CC(C)(C)SC(=O)CC1NS(=O)(=O)OCC1NC(=O)OCC(Cl)(Cl)Cl (stereo not drawn)	3%[76.3 µM]
O=C(O)c1cccc(NC(=S)NC(=O)c2cccc(OCc3ccccc3)c2)c1	5%

Next part.
SMILES	GAA glycogen mod
Cc1cc(C)cc(OCC(=O)NCC(c2ccc(Cl)cc2)N2CCCCC2)c1 (stereo not drawn)	-2%[76.3 µM]
Cc1ccc(S(=O)(=O)CCC(=O)NCCc2ccccc2)cc1	-7%
CCOc1ccc(CCNC(=O)CCCc2nnc3n(CCCOC)c(=O)c4sccc4n23)cc1	-6%[76.3 µM]
CC(Oc1ccc(Br)cc1Cl)C(=O)Nc1ccncc1 (stereo not drawn)	15%[76.3 µM]
Cc1nn(-c2ccc(N3CCCCC3)nn2)c(C)c1CCC(=O)Nc1cc(F)ccc1F	0%[76.3 µM]
Cc1ccc(CNC(=O)c2cc(-c3ccc(Cl)cc3)on2)cc1	0%[76.3 µM]
Cc1ccc(-c2c(NC(=O)C(C)C)n(C)c3ccccc3c2=O)cc1	2%
COc1ccc(NC(=O)CSCc2cc(=O)n3nc(C4CC4)sc3n2)cc1	0%[76.3 µM]
O=C(NCc1ccccc1)c1ccc(N2CCC3(CC2)CC(c2ccccc2)=NO3)c([N+](=O)[O-])c1	-15%[76.3 µM]

High-throughput results: PubChem BioAssay, National Center for Advancing Translational Sciences (NCATS)

A portion of the library (hit frequency here may not be typical).
